RAD54 branch – RAD54 (human) branch migration inhibition; 360,000 tested, 0.14% active; RAD54 Holliday junction branch migration, FAM/BHQ fluorescence; inhibition, % at 10.4 µM; Q92698;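 active means mean normalized replicate activity at least 40 and at least half of replicates scoring 40 or more; inconclusive means only one of the two criteria met; inactive means mean below 40 and under half of replicates reaching 40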;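 further: 0% = median of neutral control wells and 100% = median of positive control wells; inhibitors cause a drop in the FAM fluorescence signal; in these data hits start at about 50%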
DENV2 CPE rescue – inhibitors of DENV2 cytopathic effect. DENV2-infected cells, cytopathic effect rescue, plate reader. CPE inhibition, % at 9.99 µM. 350,000 tested, 1.7% active; in the data active means CPE inhibition above about 20%, passing the limit was not always enough; inconclusive means no clear call, values can overlap the other calls; tested in BHK-21 cells;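 further: 0% = median of neutral control wells and 100% = median of positive control wells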
CASP6 VEID inh – inhibitors of human caspase-6 | P55212 | purified caspase-6, Z-VEID-R110 cleavage fluorescence | inhibition, % at 12.5 µM | 350,000 tested, 0.53% active | AID 686996;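 active means mean inhibition across replicates at least about 35%, with every replicate also reaching that limit, limit read from the data; inconclusive means only one of the two criteria met; inactive means neither criterion met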;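 further: 0% = median of neutral control wells and 100% = no fluorescence left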
Target sequence (P55212 24-179 limits assumed): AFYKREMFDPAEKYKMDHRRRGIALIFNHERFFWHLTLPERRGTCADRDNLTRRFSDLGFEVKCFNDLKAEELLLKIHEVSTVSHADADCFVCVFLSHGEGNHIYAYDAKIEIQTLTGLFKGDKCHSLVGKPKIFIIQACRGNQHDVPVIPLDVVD
Target sequence (P55212 194-293 limits assumed): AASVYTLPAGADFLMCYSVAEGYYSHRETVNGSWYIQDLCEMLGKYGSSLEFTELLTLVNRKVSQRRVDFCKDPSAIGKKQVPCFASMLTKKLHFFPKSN
F508del corr – correctors of CFTR F508del function in bronchial epithelial cells | CFBE cells, YFP halide quenching; stimulated with forskolin plus potentiator P3; % fluorescence drop versus neutral controls | activity (quench increase), % at 7.58 µM | 350,000 tested, 0.36% active;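 active means mean added fluorescence quench of at least 8% versus neutral control, with both replicates also reaching 8%; inconclusive means only one of the mean or replicate conditions met; inactive means mean below 8% and not both replicates reaching 8%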;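 further: cells transiently co-express mutant CFTR-F508del with the halide-sensitive YFP; corrector assay measuring rescue of mutant channel to the surface after 24 h compound exposure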
RAD52 inh – blocks human RAD52 DNA annealing | AID 651710 | 360,000 tested, 0.46% active | recombinant RAD52 DNA annealing, FRET fluorescence | P43351 | inhibition, % at 18.7 µM;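 active means every replicate showing at least 50% inhibition; inconclusive means mean inhibition at least 50% but not in every replicate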
Target sequence (P43351 whole entry, looked up): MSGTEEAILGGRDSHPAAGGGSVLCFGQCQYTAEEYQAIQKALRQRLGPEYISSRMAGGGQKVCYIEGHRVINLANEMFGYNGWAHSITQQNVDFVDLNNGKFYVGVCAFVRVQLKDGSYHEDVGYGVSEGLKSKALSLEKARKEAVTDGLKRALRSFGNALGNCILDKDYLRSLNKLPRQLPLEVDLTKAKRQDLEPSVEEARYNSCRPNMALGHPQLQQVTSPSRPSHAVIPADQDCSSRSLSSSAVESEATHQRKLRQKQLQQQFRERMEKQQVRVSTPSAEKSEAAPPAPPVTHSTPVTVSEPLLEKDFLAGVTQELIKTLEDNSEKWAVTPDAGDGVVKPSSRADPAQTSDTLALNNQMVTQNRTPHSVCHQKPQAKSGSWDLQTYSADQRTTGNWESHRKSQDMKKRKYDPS
INS-1E GSIS act – GLuc luminescence reporter in INS-1E cells, primary screen for activators of glucose-dependent secretion of insulin | 370,000 tested, 0.61% active | activation, % at 16.6 µM | INS-1E GLuc reporter insulin secretion, 2-3 h;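 active means lowest replicate activation of at least 40%, so every replicate reaches that level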;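 further: 0% = median of neutral control wells and 100% = median of IBMX positive control wells; some compounds called inactive have numbers as strong as hits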
E-selectin induc – induces E-selectin expression in human endothelial cells; HUVEC E-selectin immunofluorescence imaging; normalized: neutral wells 0, TNF-alpha wells 100; 260,000 tested, 0.37% active; P16581; activation, % at 7.58 µM;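 active means mean E-selectin-positive cell signal at least 10% of the positive control, reached in at least 60% of replicates, without over 20% cell loss; inconclusive means no rule given, readout overlaps actives, possibly toxicity-flagged; inactive means the rest, including those meeting only one limit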;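 further: in these data hits start at about 27%; measured in HUVEC primary endothelial cells; signal is the percent of cells scored E-selectin positive by PE staining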
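Material: HUVEC primary endothelial cells; Amount: 3,000 cells per well; Dosing: single concentration; Medium: EGM-2 growth medium on 0.1% gelatin-coated wells; Read-out basis: percent E-selectin-positive cells; Signal: immunofluorescence imaging; Control set: TNF-alpha, DMSO.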
XiGFP reactiv – reactivates the inactive X chromosome in mouse fibroblasts; XiGFP mouse fibroblasts, % GFP-positive cells imaging, 3 d; cells co-treated with 5-aza-dC sensitizer; scaled so ellipticine positive control = 100%; activation, % at 7.58 µM; 360,000 tested, 0.055% active; AID 743238;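 active means mean normalized replicate activation at least 10% and every replicate at or above 10%; inconclusive means only one of the two criteria met; inactive means mean below 10% and not all replicates reach 10%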;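 further: 0% = median of on-plate neutral control wells and 100% = ellipticine 6 µM median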
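Assay system: SV40-immortalized XiGFP fibroblast cells, line 68-5-11; buffer or medium: DMEM plus 5-aza-dC sensitizer; compound: one concentration, pinned; timing: compounds 3 days, fix/stain 15 min at room temperature; benchmarks: positive control ellipticine, 6 µM final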
* hit, by the source's call; ? = inconclusive; / = not tested or not shown; & = joins results of further samples.

SMILES	RAD54 branch	DENV2 CPE rescue	CASP6 VEID inh	F508del corr	RAD52 inh	INS-1E GSIS act	E-selectin induc	XiGFP reactiv
C/C=C/c1ccc2c(c1)O[C@@H](CN(C)C(=O)C1CCCCC1)[C@@H](C)CN([C@@H](C)CO)S2(=O)=O	/	/	/	-1.3	/	-10.4	-0.1	-1.1
CCOCCn1c(CC)nc2ccccc21	4.5	-4.7	3.8	1.0	-20.5	-4.9	0.6	0.3
O=C(CNCC(=O)Nc1ccc(F)c(F)c1F)Nc1ccc(F)c(F)c1F	-0.8	-1.8	-2.8	0.9	-8.5	-22.3	0.0	0.0
CCOc1nc(-c2ccccc2)c2cc(Br)ccc2n1	-2.0	-1.7	-4.6	1.5	-3.0	47.5*	0.0	0.0
O=C(CN1CCCN(Cc2ccc(F)cc2Cl)C1=O)NC1CCCC1	-1.6	-2.2	3.3	-0.1	2.7	-1.9	1.4	/
CNC(=O)c1[nH]cnc1C(=O)N[C@@H](Cc1ccccc1)C(=O)OC(C)(C)C	-4.9	-0.3	3.1	0.0	-10.0	-22.9	0.0	-0.1
Cc1ccc(CNC(=O)C2CCN(S(=O)(=O)c3cccc4nonc34)CC2)cc1	0.6	-2.1	-1.3	-1.7	-12.6	-9.1	0.0	0.2
Cn1cc(C(=O)C(=O)NC2CC2)c2ccccc21	-5.9	-1.4	0.1	0.5	-18.5	12.7	/	0.1
CCC(=O)N1[C@@H]2c3cccc(=O)n3C[C@H]1[C@H](CO)[C@H]2C(=O)NC1Cc2ccccc2C1	/	17.8	2.0	-1.0	-4.8	13.3	0.1	0.1
O=C(Cc1cccc2ccccc12)NCCOc1ccccc1F	-7.4	-5.0	4.0	1.3	-11.9	-10.9	-1.8	0.0
O=C(CN1C(=O)NC2(CCCCCC2)C1=O)NCc1ccccc1	1.1	2.4	-2.3	-0.5	-16.1	4.9	-0.7	0.0
COCC(=O)N(C)C[C@H]1Oc2ncc(C#Cc3ccc(F)cc3)cc2C(=O)N([C@@H](C)CO)C[C@@H]1C	-0.4	1.7	-2.0	-0.1	-1.9	3.2	-0.1	-0.2
C[C@@H]1CN([C@H](C)CO)C(=O)Cc2cc(NC(=O)C3CC3)ccc2O[C@H]1CN(C)Cc1ccc(C(=O)O)cc1	8.0	0.5	-2.7	1.9	-0.4	15.9	0.0	0.2
C[C@@H]1CN([C@@H](C)CO)S(=O)(=O)c2ccc(C#CC3(O)CCCC3)cc2O[C@@H]1CN(C)C(=O)Nc1ccccc1	10.9	-13.2	-0.7	1.6	-10.3	9.4	0.3	3.5
COc1cc(OC)c2cc(C(=O)N/N=C/c3cccc(OC)c3O)[nH]c2c1	-7.7	5.4	1.5	3.1	-2.9	-6.2	/	-0.1
C[C@@H]1CN([C@@H](C)CO)C(=O)CCCn2cc(nn2)CO[C@@H]1CN(C)S(=O)(=O)c1ccc2c(c1)OCCCO2	-10.0	?	-1.1	-0.8	-0.2	10.5	0.1	-0.5
COc1ccc2c3c(n(C)c2c1)[C@@H](CO)N(C(=O)NC(C)C)CC31CCN(CC2CC2)CC1	/	-0.7	-4.1	0.9	1.9	-2.6	-0.4	0.3
CCOC(=O)c1c(C=O)c2sc(C)cc2n1C	-0.7	10.7	0.6	-0.3	-18.8	1.1	-0.1	-0.2
COc1ccc2cc(C(=O)C3CCCN(C(=O)c4cnn(C(C)C)c4)C3)ccc2c1 (stereo not given)	3.2	-3.3	1.0	-2.8	-6.8	0.7	/	0.2
C=CCN1C(=O)c2ccc(C(=O)OCC(=O)N(CC)c3c(N)n(Cc4ccccc4)c(=O)[nH]c3=O)cc2C1=O	-11.0	0.1	-1.0	-2.6	-19.9	19.3	-0.2	0.0
C[C@H]1CN([C@@H](C)CO)C(=O)c2cc(NS(=O)(=O)c3ccc(F)cc3)ccc2O[C@H]1CN(C)S(C)(=O)=O	/	/	/	-3.0	/	-3.9	?	0.0
O=C(Nc1nccs1)c1ccc(-c2ccccc2[N+](=O)[O-])o1	9.4	-10.2	-0.7	0.0	-10.5	21.0	-0.8	-0.1
O=C1OCCN1C(=O)[C@H]1[C@H](c2ccc(Cl)cc2)C(c2ccccc2)=NN1c1ccccc1	-3.8	3.9	-0.6	-3.4	-44.1	-16.1	/	-0.1
CCC(=O)Nc1ccc2c(c1)C(=O)N(C)C[C@@H](OC)[C@H](C)CN(Cc1cncnc1)[C@@H](C)CO2	/	/	/	-0.9	/	5.8	0.0	0.0
C[C@@H]1CN([C@@H](C)CO)C(=O)c2cc(NC(=O)Nc3ccccc3)ccc2O[C@H]1CN(C)C	1.9	-1.8	6.6	-0.6	-38.4	7.2	-4.5	0.3
CCOC(=O)c1sc(Nc2nc(C)cc(OC)n2)nc1C	5.6	6.9	-1.3	-0.9	-8.2	3.1	0.1	0.0
CCOC(=O)c1sc2ncnc(N3CCN(C)CC3)c2c1C	/	3.4	-3.9	-1.4	2.0	5.2	-1.0	0.0
CC(=O)N1c2ccc(S(=O)(=O)N3CCCC(C(=O)NCc4ccccc4Cl)C3)cc2CC1C (stereo not given)	-2.6	-3.7	-0.8	-4.0	-21.7	-9.6	/	0.0
CCOC(=O)N1CCN(C(c2ccc(F)cc2)c2sc3nc(C)nn3c2O)CC1 (stereo not given)	1.1	3.8	0.9	-1.3	-19.3	/	/	-0.1
COCCNC(=O)CC(=O)N/N=C/c1ccc(C(=O)OC)cc1	-9.2	0.7	-1.8	-4.9	-17.7	-4.7	-0.2	0.1
C/C=C/c1ccc(C2[C@@H]3CN(C(=O)Cc4ccncc4)C[C@H]2N3)cc1 (stereo not given in full)	/	-7.4&2.4	0.4&1.7	-0.5&-0.7	13.7&10.2	1.3&-6.8	-0.1&0.0	0.0&0.0
COc1ccccc1CNC(=O)c1ccc(Cl)c(S(=O)(=O)N2CCCC2)c1	6.6	13.4	-0.5	-0.5	-14.1	13.2	0.1	0.0
COc1ccccc1C(=O)NCC(=O)OCC(=O)Nc1cccc(S(=O)(=O)N2CCCCCC2)c1	/	5.1	-1.5	-1.3	-27.3	-22.6	/	0.1
CC1CC(C)CN(CC(=O)NC(c2ccccc2)c2ccccc2)C1 (stereo not given)	/	-5.7	/	-0.7	-6.6	-26.5	0.1	0.4
Cc1noc(C)c1NC(=O)Nc1ccc2c(c1)C(=O)N([C@H](C)CO)C[C@@H](C)[C@@H](CN(C)Cc1ccc(-c3ccccc3)cc1)O2	-0.2	-4.6	0.7	-4.7	-2.5	-5.5	-3.4	0.1
C[C@H](CO)N1C[C@H](C)[C@@H](CN(C)C(=O)CC2CC2)Oc2cc(-c3cccnc3)ccc2S1(=O)=O	-1.9	-1.1	1.8	-1.7	8.1	-10.1	-0.1	-0.3
CCOc1ccccc1NC(=O)COC(=O)c1c[nH]c2ccccc12	/	-5.9	3.9	3.3	-0.3	14.2	0.7	0.4
CC(=O)c1cccc(NC(=O)[C@@H](NC(N)=O)C(C)C)c1	/	2.4	-0.4	-1.0	-13.6	-3.4	/	0.0
C[C@H](CO)N1C[C@H](C)[C@@H](CN(C)C(=O)Nc2ccccc2)OCCCC[C@H](C)Oc2ccc(N(C)C)cc2C1=O	-1.1	-3.2	-1.2	-0.5	9.4	1.0	0.0	0.1
O=C(CN1CCOCC1)N1CC[C@@H]2[C@H](CO)Nc3ccc(Br)cc3[C@@H]21	3.0	1.7	/	-0.6	/	14.0	-0.2	0.1
COc1ccc(/C=C(\C#N)C(=O)Nc2ccccn2)cc1	-3.8	1.1	-3.4	0.0	-13.9	19.1	/	0.1
COc1ccc([N+](=O)[O-])cc1NS(=O)(=O)c1cccc(C(=O)O)c1	-5.1	-0.1	8.0	-2.3	-5.7	12.2	1.6	0.0
CC(C)(C)S(=O)N1Cc2cc(CO)cc(CCO)c2[C@H]1CCO (stereo not given in full)	-15.1	13.7	2.6	4.0	-20.4	3.2	-0.1	0.0
CCC(=O)N(c1nnc(SCC(=O)NN2C(=O)NC3(CCCCC3)C2=O)s1)C1CC1	5.4	?	-0.7	-2.4	-6.9	9.0	8.4	0.5
Cc1cc(C)cc(OCC(=O)NCc2cc(C)nc3ccccc23)c1	-2.4	-6.0	/	-1.4	-4.0	-8.4	0.3	0.1
COc1cccc(C(NC(C)=O)c2nc(-c3ccncc3)cs2)c1 (stereo not given)	-1.0	-9.3	-3.5	2.7	1.9	12.5	0.3	0.3
O=C(C[C@H]1CC[C@H]2NC[C@H](O)COC[C@@H]2O1)Nc1nccs1	5.2	2.0	1.7	2.2	10.5	6.2	-0.1	0.2
COc1cccc(OC)c1OCC(=O)Nc1ccc(S(=O)(=O)N2CCCC2)cc1	-7.5	12.8	-1.4	-0.2	4.5	-15.6	/	-0.1
CO[C@H]1CN(C)C(=O)c2cc(NC(=O)c3cc(C)on3)ccc2OC[C@H](C)N(CC2CC2)C[C@H]1C	-4.0	7.3	/	-1.3	5.7	26.9	-0.2	0.2
CCc1ccccc1NC(=O)CSc1nnc(CNC(=O)c2ccco2)n1C	-2.1	-7.0	1.8	0.5	-14.7	4.9	-0.1	0.0
COc1ccccc1NC(=O)CCC(=O)N1CC(C)Oc2ccc(C)cc21 (stereo not given)	0.8	8.2	1.7	1.0	-14.1	1.1	-0.4	0.0
CC1Cc2ccccc2N1C(=O)COC(=O)c1cc(Br)ccc1O (stereo not given)	/	2.6	2.9	-0.6	-10.3	-16.7	5.4	0.0
Cc1ccc(-c2n[nH]c(=S)n2C)cc1Cl	-6.0	/	1.1	1.0	-8.1	10.6	/	0.4
COc1ccc2c3c(n(C)c2c1)[C@@H](CO)N(C(=O)C1CC1)CC31CCN(C)CC1	/	-7.9	2.6	-1.5	14.1	10.8	0.2	0.2
Cc1ccccc1S(=O)(=O)N1CC(=O)N2[C@@H](CO)[C@@H](c3ccc(C#CC4CC4)cc3)[C@@H]2C1	/	-0.9	-0.2	2.8	-26.4	1.9	-0.4	0.0
COCC(=O)N1[C@@H]2c3ccc(-c4cccnc4)c(=O)n3C[C@@H]2[C@@H](CO)[C@@H]1C(=O)Nc1ccccc1	4.1	9.9	-0.5	/	1.0	7.8	-0.3	-0.1
CN(C)C(=O)c1cccc(-c2ccc(C3[C@H]4CNC[C@@H]3N4Cc3nccs3)cc2)c1 (stereo not given in full)	/	-4.8&-3.7	-4.0&-0.2	0.6&1.6	10.2&-0.5	-7.6&-4.3	-0.1&0.0	0.0&0.1
CCCN(C)C[C@@H]1OCc2cn(nn2)CCCC(=O)N([C@H](C)CO)C[C@@H]1C	1.8	1.3	-1.3	0.5	14.3	1.9	0.0	0.6
O=C(C[n+]1cc(-c2ccccc2)n2c1CCC2)c1cccs1	3.0	0.8	-5.3	0.1	-4.2	-2.0	-0.1	2.7
CC(C)c1cc(C(=O)NNC(=S)NCc2ccco2)c(O)c(C(C)C)c1	1.8	/	/	/	/	-42.8	0.2	0.1

Compound activity deposited in PubChem by Broad Institute.
